SNCA expr inhib: SNCA gene expression inhibition; HEK-293 SNCA-luciferase knock-in, luminescence, 24 h; Potency, µM (top dose mostly 57.2 µM), for inactives: at the highest dose activity change, negative = inhibition, hits mostly inhibitors; hit rate 0.17% among 140,000;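 note: potency is the fitted concentration of half-maximal effect; plate controls were DMSO cells for no effect and cell-free wells for full effect; nearly all actives have a fitted effect of over 45% in size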
HEK293 tox: cytotoxic compounds in HEK 293 cells | HEK 293 viability, ATP luminescence (CellTiter-Glo), 48-72 h | Potency, µM (series often up to 115 µM), for inactives: top-dose activity change, negative = cytotoxicity, usual class: inhibitors | hit rate 6.6% among 94,000 | AID 1345083; note: potency is the fitted concentration of half-maximal effect; nearly all actives have a fitted effect of over 60% in size
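Cytotoxicity was scored by loss of ATP-coupled luminescence (CellTiter-Glo) in HEK 293 cells. Compound treatment ran 48 or 72 hr at 37 degree Celsius, 5% CO2, 95% humidity.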
GPT2 inhibitor: GPT2 alanine aminotransferase inhibition. Q8TD30. Recombinant GPT2, coupled pyruvate oxidase/HRP Amplex Red fluorescence. Potency, µM (titrated, usually from 57.7 µM), inactives show top-dose activity change, negative = inhibition, actives largely listed as inhibitors. hit rate 0.25% among 100,000; note: potency is the fitted concentration of half-maximal effect; nearly all actives have a fitted effect of over 60% in size; many of its hits are not listed in these tables
Target sequence (Q8TD30 whole entry, looked up): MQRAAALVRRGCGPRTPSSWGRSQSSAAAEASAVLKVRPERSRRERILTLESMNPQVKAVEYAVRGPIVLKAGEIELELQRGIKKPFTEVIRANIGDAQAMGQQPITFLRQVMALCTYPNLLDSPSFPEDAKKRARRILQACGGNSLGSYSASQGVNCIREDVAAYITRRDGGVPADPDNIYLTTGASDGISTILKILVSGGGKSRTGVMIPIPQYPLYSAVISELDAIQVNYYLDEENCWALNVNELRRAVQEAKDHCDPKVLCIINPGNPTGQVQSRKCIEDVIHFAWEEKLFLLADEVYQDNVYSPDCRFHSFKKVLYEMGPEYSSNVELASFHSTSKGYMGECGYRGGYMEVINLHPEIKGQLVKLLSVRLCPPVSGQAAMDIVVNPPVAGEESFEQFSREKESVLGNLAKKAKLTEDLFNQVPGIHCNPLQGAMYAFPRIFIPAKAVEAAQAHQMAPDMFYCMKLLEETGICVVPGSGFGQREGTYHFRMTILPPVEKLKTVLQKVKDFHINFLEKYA
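GPT2 10ng/uL, a-KG 250uM, L-Ala 2mM, HEPES pH7.5 + 0.0001% Tween; 30 min RT. Then Amplex mix (PO/HRP/ThPP), 30 min RT dark, fluorescence. AOA 50uM used as positive control.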
3T3 cytotox: NIH 3T3 cell cytotoxicity; NIH 3T3 viability, CellTiter-Glo ATP luminescence, 48-72 h; AID 1345082; Potency, µM (doses to about 96.7 µM), for inactives: at the highest dose activity change, negative = cytotoxicity, actives largely listed as inhibitors; hit rate 4.3% among 94,000; note: potency is the fitted concentration of half-maximal effect; nearly all actives have a fitted effect of over 55% in size
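NIH 3T3 cells at 400 cells/well received 23 nL of compound by pintool and were incubated 48 or 72 h at 37 °C. Viability was read as ATP-coupled CellTiter-Glo luminescence.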
FLuc inh: Photinus pyralis luciferase inhibition; Potency, µM (titrated, usually from 115 µM), without a hit: at the top dose activity change, negative = inhibition, usual class: inhibitors; P08659; hit rate 2.5% among 76,000; purified P. pyralis luciferase, luminescence, biochemical; note: potency is the fitted concentration of half-maximal effect; nearly all actives have a fitted effect of over 65% in size
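FLuc 10nM, D-luciferin 10uM, ATP 10uM, Mg acetate 10mM, Tris acetate pH 7.5, Tween/BSA; cpd qHTS; enzyme added last; CCD luminescence.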
IP6K1 inhibitor: IP6K1 kinase inhibition | Q92551 | IP6K1 kinase, ADP-Glo luminescence, 2 h; stronger effect = lower value | activity change, % (series mostly up to about 58 µM) | hit rate 0.81% among 140,000 | AID 1645851; in the data active = activity change below about -25%
Target sequence (Q92551 whole entry, looked up): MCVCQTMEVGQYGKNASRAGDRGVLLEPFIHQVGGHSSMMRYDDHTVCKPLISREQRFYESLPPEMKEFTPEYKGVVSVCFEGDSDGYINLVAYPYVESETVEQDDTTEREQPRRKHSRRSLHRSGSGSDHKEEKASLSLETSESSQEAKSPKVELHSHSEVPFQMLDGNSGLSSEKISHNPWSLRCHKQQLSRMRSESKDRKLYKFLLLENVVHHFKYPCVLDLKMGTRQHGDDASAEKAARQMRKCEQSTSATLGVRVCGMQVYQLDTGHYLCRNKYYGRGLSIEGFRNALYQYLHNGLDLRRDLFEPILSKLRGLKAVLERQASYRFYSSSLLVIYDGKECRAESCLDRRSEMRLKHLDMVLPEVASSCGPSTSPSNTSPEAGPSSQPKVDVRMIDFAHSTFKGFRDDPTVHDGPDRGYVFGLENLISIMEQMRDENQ
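ADP-Glo luminescence measures ADP made by human IP6K1 during a 2 h RT reaction with ATP/IP6 (mix at 1.3 mM/130 uM); top library doses 57.5 and 19.1 uM final.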
SNCA viab count: cell viability loss counter-screen | Potency, µM (doses to about 57.1 µM), without a hit: at the highest dose activity change, negative = cytotoxicity, most hits filed as cytotoxic | AID 1671193 | hit rate 0.12% among 150,000 | HEK-293-SNCA-luc viability, GF-AFC fluorescence, 24 h;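 note: potency is the fitted concentration of half-maximal effect; 0% = DMSO-treated cells and -100% = medium-only wells without cells; nearly all actives have a fitted effect of over 30% in size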
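HEK-293-SNCA-luc cells (1500/well) plated 24 h, then exposed 24 h to a dilution series; GF-AFC added 30 min at 37C, fluorescence 405/540 nm; normalised to medium-only and DMSO wells, Hill fit.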
An asterisk follows results filed as active; i = inactive; ? = inconclusive; · = not tested or not shown; & = joins results of further samples; [ ] = dose if it differs, or a comment. Unless noted, calls come from the whole dose curve; as a rule, active = well fitted curve in the direction sought with a large enough effect; inconclusive = small, poorly fitted or top-dose-only effect, or another doubt; inactive = no such curve, though single readings can be large; an effect the other way counts as inactive or inconclusive. Unless noted, % is set by controls: 0 for no effect and ±100 for the full control effect.

canonical_smiles	IP6K1 inhibitor	3T3 cytotox	GPT2 inhibitor	SNCA viab count	HEK293 tox	SNCA expr inhib	FLuc inh
Cc1cc(C)c(NC(=O)c2nc3ccccc3nc2N2CCCCC2)c(C)c1	10	·	·	4%	·	-17%	·
COc1ccc2nc3n(c2c1)[C@@H](CNCc1cnc2ccccc2c1)COC3	0	-25%[138 µM]	-4%[88.5 µM]	-17%[87.6 µM]	-27%[172 µM]	-2%[87.6 µM]	0%[172 µM]
COc1ccc(Cn2c(C3CCN(C(=O)Cc4ccccc4OC)CC3)n[nH]c2=O)cc1	-10	?	i	3%	0%	4%	12%
CCc1ccc(C(=O)NC2=NC(c3ccccc3F)CC(=O)N2)cc1 (centres undefined)	9	·	·	7%	·	21%	·
O=C1NCCCCCCN(C(=O)Cc2ccncc2)[C@@H]2CCC[C@H]12	7	-9%	2%	-10%	2%	3%	-9%
COc1cccc(C2Cn3nnc(-c4nc(-c5ccc(C(C)(C)C)cc5)no4)c3CO2)c1 (centres undefined)	8	3%	4%	-3%	4%	-16%	-1%
OCCC1CN(Cc2cc3c(cc2Cl)OCO3)CCN1Cc1ccccc1F (centres undefined)	7	?	-9%	3%	?	3%	4%
COc1ccccc1C(=O)N1CCC2(CC1)CC(=O)c1ccc(Cl)cc1O2	5	?	-29%	-12%	?	1%	-1%
CC(C)(N)C(=O)N1CCN(c2nc(-c3ccccc3)nc3c2CCC3)CC1	19	?	-7%	2%	50µM*	-28%	-4%
Cc1cccc2nc(-c3ccccn3)c(Nc3ccc(F)cc3)n12	16	·	·	?	·	?	·
COc1ccc(-c2cc(C(O)C3CCCCN3)c3ccccc3n2)cc1 (centres undefined)	-6	·	?	?	·	·	·
COc1ccccc1-c1cc(C(=O)NCCN2CCOCC2)nn2cnnc12	11	2%[138 µM]	-2%[88.5 µM]	3%[12.5 µM]	i	-8%[87.6 µM]	·

canonical_smiles	IP6K1 inhibitor	3T3 cytotox	GPT2 inhibitor	SNCA viab count	HEK293 tox	SNCA expr inhib	FLuc inh
COc1cc(Cl)c(C)cc1NC(=O)c1cnc(N2CCCCC2)c2ccccc12	-10	·	·	10%	·	12%	·
O=S(=O)(c1cc(F)cc(F)c1)N1CCC(C2CCNC2)CC1 (centres undefined)	11	?	i	-2%	-31%	-23%	-10%
COC(=O)C[C@H]1C(C)(C)[C@H](OC(=O)C(C)C)[C@@]2(O)C(=O)[C@]1(C)C1CC[C@]3(C)C(CC(=O)O[C@H]3c3ccoc3)[C@]13O[C@@H]32 (some centres undefined)	0	·	?	-11%[23.9 µM]	·	·	·
COCC1CN(C(C)=O)CC12CCN(C(=O)COc1ccccc1)CC2 (centres undefined)	6	-4%	1%	2%	4%	7%	-5%
CC(=O)N(C1CC1)C1CCOC2(CCN(C(=O)Nc3ccccc3F)CC2)C1 (centres undefined)	-7	-12%	i	14%	-1%	-13%	-4%
CN1CCC(C(=O)N2CCC3(CC2)OC(=O)N(Cc2ccccc2F)C3(C)c2ccccc2)CC1 (centres undefined)	-5	?	i	1%	?	-7%	-11%
Cc1ccc(S(=O)(=O)N2CCN(C3CCN(Cc4ccccn4)C3=O)CC2)cc1F (centres undefined)	5	-20%	-24%	4%	-27%	27%	3%
O=C1NC(=O)C(c2ccccc2[N+](=O)[O-])=C1Nc1ccc(O)c(Cl)c1	·	·	4%	?	·	21%&-6%	·
O=C(Cc1ccsc1)N1CCC(n2cc(-c3nc(-c4ccccc4)no3)nn2)CC1	0	?	i	-9%	?	93%[activator]	-15%
CC1Oc2ccc(NS(=O)(=O)c3ccc(F)cc3)cc2CN(Cc2ccc(F)cc2)C1=O (centres undefined)	-8	?	i	7%	45µM*	-7%	2%
O=C(NCC1CCCCC1)C1CCc2nc(N3CCN(C(=O)C4CCC4)CC3)sc2C1 (centres undefined)	14	-11%	i	-2%	-38%	?	-1%
CC(=O)N1CCC(NC[C@H]2COCc3nc4ccccc4n32)CC1	-8	-5%[138 µM]	-7%[88.5 µM]	4%[87.6 µM]	-5%[172 µM]	1%[87.6 µM]	-6%[172 µM]

canonical_smiles	IP6K1 inhibitor	3T3 cytotox	GPT2 inhibitor	SNCA viab count	HEK293 tox	SNCA expr inhib	FLuc inh
O=C(NCc1ccc(F)cc1)N1CCCC(Cc2noc(-c3cccnc3)n2)C1 (centres undefined)	17	-4%	2%	-13%	-18%	?	-6%
Cc1ccc(-c2cc(NC(=O)c3ccccc3Cl)on2)cc1	5	·	·	-4%	·	135%[activator]	·
Cn1ncc(N2CCC(C(=O)N3CCCCC3)C2)cc1=O (centres undefined)	5	-10%	-3%	1%	i	-9%	0%
Cc1occc1C(=O)N1CCC(C2CCN(c3ncccn3)CC2)C1 (centres undefined)	6	?	-5%	4%	?	19%	-1%
Cc1ccc(C(=O)N2CCc3nc(C(C)C)nc(-c4ccc(O)cc4)c3C2)cc1	-4	-20%	-2%	0%	?	8%	-2%
Cc1cccc(OCCSc2nc3ccccc3n2CC(=O)N2CCOCC2)c1	-8	·	·	-16%	·	?	·
CCN(C(=O)Cc1c(C(=O)O)c(C)cn1C)c1cccc(Cl)c1	-9	·	·	-15%	·	22%	·
Cc1ccc(C2c3c(oc4ccccc4c3=O)C(=O)N2c2nnc(C)s2)cc1 (centres undefined)	17	·	·	-9%	·	-1%	·
O=C(Nc1ccccc1C(F)(F)F)N1CCOc2ccc(Cl)cc21	-3	·	·	-24%	·	-9%	·
O=C(CCCCCn1c(=O)c2sccc2n(CC(=O)Nc2ccccc2F)c1=O)NCc1ccc2c(c1)OCO2	3	·	·	0%	·	-17%	·
Cc1nc(N2CCN(C(=O)c3ccc4c(c3)OCO4)CC2)cc(C(F)(F)F)n1	0	-35%	i	-1%	-21%	-17%	-1%
Cn1nc(C(=O)N2CCc3c(ncnc3N3CCOCC3)C2)ccc1=O	0	-7%	3%	4%	-1%	9%	3%

canonical_smiles	IP6K1 inhibitor	3T3 cytotox	GPT2 inhibitor	SNCA viab count	HEK293 tox	SNCA expr inhib	FLuc inh
O=C(N1CCCC(Nc2ccc(F)cc2)C1)C12CC3CC(CC(C3)C1)C2 (centres undefined)	9	?	?	-14%	?	-24%	-8%
Cc1cccc2c1O[C@H]1[C@H](C(N)=O)CN(C(=O)c3ccc(C(F)(F)F)cc3)[C@@H]21	9	?	·	·	?	·	·
COc1ccc(OC)c(Nc2ncnc3c2nc2n3CCCC2)c1	-1	·	·	9%	·	46%[activator]	·
Cc1cccc(CC(=O)N2CCC(Cc3nc(-c4cnccn4)no3)CC2)c1	-11	-11%	i	-3%	10%	3%	9%
O=C1N2CCCC2CN1C1CCN(Cc2ccccn2)CC1 (centres undefined)	9	-2%[138 µM]	i	3%[87.6 µM]	1%[172 µM]	-3%[87.6 µM]	-2%[172 µM]
CS(=O)(=O)N1CCC(Cc2ccc(CN3CCCCC3)cc2)CC1	14	?	0%	2%	?	11%	·
CCc1ccc(-n2c(=O)c3c4c(sc3n(CC(=O)NC(C)CC)c2=O)CCCC4)cc1 (centres undefined)	4	·	·	3%	·	-19%	·
COc1cc(CN2CCN(C)C(C(=O)O)C2)c(Cl)cc1OC(C)C (centres undefined)	10	-2%	-6%	1%	i	-23%	5%
CN1CCN(C(=O)[C@@H]2CCC[C@@H](NCc3ccc(F)cc3)CN(C)C(=O)C2)CC1	7	0%[138 µM]	2%[88.5 µM]	1%[87.6 µM]	-3%[172 µM]	-6%[87.6 µM]	-7%[172 µM]
CCCN(CCC)S(=O)(=O)c1ccc(N2CCCCS2(=O)=O)cc1	-21	·	·	-2%	·	-22%	·
CCN1c2cc(C(=O)NCc3cc(F)cc(F)c3)ccc2C(=O)N2CCCCCC21 (centres undefined)	-14	?	i	20%[12.5 µM]	?	-37%	-7%
CCN(CC)C(=O)Cn1cc(SCC(=O)Nc2ccccc2C)c2ccccc21	-7	·	·	-18%	·	-9%	·

Of the compounds above, these contain a furan ring, fused or not.
canonical_smiles	IP6K1 inhibitor	3T3 cytotox	GPT2 inhibitor	SNCA viab count	HEK293 tox	SNCA expr inhib	FLuc inh
COC(=O)C[C@H]1C(C)(C)[C@H](OC(=O)C(C)C)[C@@]2(O)C(=O)[C@]1(C)C1CC[C@]3(C)C(CC(=O)O[C@H]3c3ccoc3)[C@]13O[C@@H]32 (some centres undefined)	0	·	?	-11%[23.9 µM]	·	·	·
Cc1occc1C(=O)N1CCC(C2CCN(c3ncccn3)CC2)C1 (centres undefined)	6	?	-5%	4%	?	19%	-1%

More entries follow:
canonical_smiles	IP6K1 inhibitor	3T3 cytotox	GPT2 inhibitor	SNCA viab count	HEK293 tox	SNCA expr inhib	FLuc inh
COc1ccccc1CN1CC[C@@H](CO)N(C)c2nc(C)ccc2C1	-4	?	?	-4%[87.6 µM]	?	-15%[87.6 µM]	-3%[172 µM]
CCCNC(=O)C1(c2ccc(NS(C)(=O)=O)cc2)CCCCC1	26	i	i	5%	-11%	12%	-5%
COCC(=O)N[C@@H]1CN(Cc2ccc(F)c(OC)c2)C[C@H]1CO	-8	-13%	i	-3%	-3%	-2%	6%
O=C1c2ccccc2CN1C1CCN(Cc2ccccc2)CC1	-6	i	-2%	1%	3%	48%[activator]	·
Cc1nc(-c2cn(C3CCCN(C(=O)c4cccc(Br)c4)C3)nn2)no1 (centres undefined)	10	?	i	-10%	4%	7%	8%
CCOCCCNC(=O)C1CCCN(Cc2nc(-c3ccc(CC)cc3)oc2C)C1 (centres undefined)	2	·	·	0%	·	24%	·
CN1CCCN(C(=O)NCCc2ccccc2)c2ccccc21	0	-20%	-2%	7%	?	-4%	-4%
Cn1nc(C2CCN(C(=O)c3ccsc3)CC2)c2c1CCOC2	-1	i	i	10%	13%	-15%	8%
COc1ccc(N(Cc2ccccc2)C(=O)c2nc(S(C)(=O)=O)ncc2Cl)cc1	-26*	·	·	6.3µM*	·	?	·
Cc1noc(C)c1Cc1ccc(C(=O)N2CCCCCCNC(=O)CC2)o1	-7	-17%	-10%	4%	0%	-10%	-9%
COC(=O)c1cc2oc(C)cc2n1CC(=O)Nc1ccc(OC)c(OC)c1	14	·	·	-1%	·	21%	·
Cc1onc(-c2cnn(C)c2NCCc2ccccc2)c1C(=O)NCc1ccoc1	8	?	?	0%[87.6 µM]	?	-16%[87.6 µM]	-27%[172 µM]

canonical_smiles	IP6K1 inhibitor	3T3 cytotox	GPT2 inhibitor	SNCA viab count	HEK293 tox	SNCA expr inhib	FLuc inh
C[S+](=O)([O-])N1CCc2nc(C3CC3)nc(-c3ccc(Cl)cc3)c2C1	-7	32µM*	4%	-16%	?	-4%	·
O=C1Nc2ccccc2C12CCN([S+](=O)([O-])c1ccsc1)CC2	-1	-8%	?	-19%	45µM*	-13%	3%
CCCCNc1ccc(-c2nc(-c3ccccc3)no2)cc1[N+](=O)[O-]	-11	·	·	8%	·	34%[activator]	·
CCN(Cc1ccccc1)Cc1c(O)ccc2c(=O)c(-c3ccccc3)c(C(F)(F)F)oc12	-7	·	·	-11%	·	-16%	·
Cc1cc(C(=O)Nc2c(C)cccc2C)n(-c2ccccc2)n1	3	·	·	3%	·	25%	·

Screening data as filed in PubChem BioAssay.
